Screens (PubChem)
HT1080 IDH1KD tx: qHTS for induction of synthetic lethality in tumor cells producing 2HG: qHTS for the HT-1080-IDH1KD cell line. 360,000 tested, 2% active. HT-1080 IDH1 knockdown viability, ATP luminescence, 48 h. Potency, µM (series often up to 46.1 µM), without a hit: at the top dose activity, negative = toxicity, hits mostly cytotoxic;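 also: potency is read from the fitted curve at half-maximal effect; 0% = DMSO wells and -100% = cell-free medium wells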
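Knockdown cells (IDH1KD HT-1080) received compounds 2 h after plating at 750 cells/well and were kept 48 h at 37 °C in 5% FBS RPMI. A CellTiter-Glo luminescence read gave % activity for curve fitting.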
ATXN viability: Viability Counterscreen for Primary qHTS for Inhibitors of ATXN expression; S2 cells (HEK-293 line with an ATXN2-luciferase reporter) viability, CellTiter-Fluor protease fluorescence, 24 h; Potency, µM (highest dose often 56.7 µM), actives largely listed as cytotoxic; 400,000 tested, 0.49% active; also: potency is read from the fitted curve at half-maximal effect; nearly all actives have a fitted effect of over 40% in size
IL1B secr inh: qHTS for Inhibitors of Inflammasome Signaling: IL-1-beta AlphaLISA Primary Screen. THP-1 LPS/ATP IL-1B secretion, AlphaLISA, 16 h; hits give low values. activity change, % at 57.5 µM. 360,000 tested, 4.7% active. AID 743279, 2014; in the data active = activity change below about -50%; inconclusive = mostly about -30% to -49%; also: % is scaled to controls: 0 for no effect and ±100 for the full control effect
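THP-1 cells pretreated 1 hr with compounds (up to 57.5 uM final), then stimulated with LPS (250 ng/mL final) plus ATP (1.25 mM final); secreted IL-1B measured by AlphaLISA after 16 hr, decreased signal indicating inhibition.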
KB-V1 cytotox: qHTS assay for MDR1-selective chemotherapeutics: Primary screen using the drug-selected MDR subline cells KB-V1 | KB-V1 MDR cells viability, CellTiter-Glo, 72 h | Potency, µM (series often up to 46.1 µM), for inactives: at the top dose activity change, negative = cytotoxicity, usual class: cytotoxic | 400,000 tested, 3.4% active | AID 1347076, 2019; also: potency is read from the fitted curve at half-maximal effect; % is scaled to controls: 0 for no effect and ±100 for the full control effect; nearly all actives have a fitted effect of over 60% in size
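Cytotoxicity toward P-gp-expressing KB-V1 cells was determined as loss of CellTiter-Glo luminescence after 72 h at 37 degrees C. Compounds were tested in quantitative HTS format across a concentration range, with curves fitted to normalized data.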
ATXN2 expr inh: Primary qHTS for Inhibitors of ATXN expression | HEK-293 ATXN2-luciferase reporter, luminescence, 24 h | Potency, µM (top dose mostly 57 µM), without a hit: top-dose activity change, negative = inhibition, hits mostly inhibitors | 360,000 tested, 0.72% active; also: potency is read from the fitted curve at half-maximal effect; % is scaled to controls: 0 for no effect and ±100 for the full control effect; nearly all actives have a fitted effect of over 55% in size
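ATXN2-luciferase reporter cells (luciferase flanked by upstream and downstream ATXN2 gene portions) were treated 24 h at 37 °C with compounds at up to 57 uM. SteadyGlo luminescence gave expression; GF-AFC fluorescence gave viability.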
MCF10A rerep: A quantitative high throughput screen for small molecules that induce DNA re-replication in MCF 10a normal breast cells. MCF 10A DNA re-replication, Hoechst nuclear intensity, 48 h. Potency, µM (series often up to 46.1 µM), for the others: at the top dose activity, positive = re-replication, actives largely listed as activators. 350,000 tested, 2.9% active; also: potency is read from the fitted curve at half-maximal effect; % of control where 0% means no effect; nearly all actives have a fitted effect of over 50% in size
HT1080NT lethal: qHTS for induction of synthetic lethality in tumor cells producing 2HG: qHTS for the HT-1080-NT fibrosarcoma cell line; HT-1080-NT fibrosarcoma viability, CellTiter-Glo ATP luminescence, 48 h; Potency, µM (highest dose often 46.1 µM), inactives show at the top dose activity, negative = less viability, usual class: cytotoxic; 360,000 tested, 1.6% active; AID 686970, 2013;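 also: NT is the 2HG producing partner of a matched IDH1 knockdown line; potency is read from the fitted curve at half-maximal effect; 0% = DMSO-treated cells and -100% = media-only wells without cells; nearly all actives have a fitted effect of over 55% in size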
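Read-out is CellTiter-Glo luminescence after 10 minutes at room temperature, following 48 hours' compound treatment of HT-1080-NT cells (750 cells/well, RPMI, 5% FBS, 37 degrees C).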
SW480 rerep: A quantitative high throughput screen for small molecules that induce DNA re-replication in SW480 colon adenocarcinoma cells; SW480 DNA re-replication, Hoechst DNA content imaging, 48 h; Potency, µM (highest dose often 46.1 µM), for the others: at the top dose re-replication activation, most hits filed as activators; 340,000 tested, 1.8% active; AID 624297, 2012; also: potency is read from the fitted curve at half-maximal effect; % of control where 0% means no effect; nearly all actives have a fitted effect of over 55% in size
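Per well, 250 cells were exposed to pinned compound for 48 hr. Nuclear DNA was visualised with Hoechst (40 min, 37 C) and total object intensity recorded by fluorescence scanning.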
KB-3-1 cytotox: qHTS assay for MDR1-selective chemotherapeutics: Primary screen using the parental adenocarcinoma cell KB-3-1; KB-3-1 viability, CellTiter-Glo ATP luminescence, 72 h; Potency, µM (top dose mostly 46.1 µM), for inactives: top-dose activity change, negative = cytotoxic, hits mostly cytotoxic; 400,000 tested, 1.4% active; AID 1347075, 2019; also: potency is read from the fitted curve at half-maximal effect; % is scaled to controls: 0 for no effect and ±100 for the full control effect; nearly all actives have a fitted effect of over 60% in size
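Here the drug-naive KB-3-1 line serves as comparator for MDR sub-line selectivity; cells received compound titrations, 72 h at 37 °C, then CellTiter-Glo readout.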
An asterisk follows results filed as active; i = inactive; ? = inconclusive; · = no result given; & = joins results of further samples; [ ] = dose if it differs, or a comment. Unless noted, calls follow the shape of the dose curve; as a rule, active = well fitted curve in the direction sought with a large enough effect; inconclusive = small, poorly fitted or top-dose-only effect, or another doubt; inactive = no such curve, though single readings can be large; an effect the other way counts as inactive or inconclusive.

Start of the data: the first three entries as a preview:
SMILES | HT1080 IDH1KD tx | ATXN viability | IL1B secr inh | KB-V1 cytotox | ATXN2 expr inh | MCF10A rerep | HT1080NT lethal | SW480 rerep | KB-3-1 cytotox
COc1ccc(CCN=C(C)C2=C(O)C(c3ccccc3)OC2=O)cc1OC (centres undefined) | -20% | i | 24 | ? | -11% | 0% | -18% | -2% | -2%
CNCCC1Sc2ccccc2Oc2ccccc21 (centres undefined) | -13% | i | -29 | -12% | ? | -5% | 0% | -3% | -2%
COc1ccc(-n2c(C)cc(C(=O)COC(=O)c3cc(NC(=O)c4cccs4)c(OC)c(OC)c3)c2C)cc1 | 0% | i | 10 | 9% | · | -5% | -1% | -2% | -9%

Main list, from the first entry:
SMILES | HT1080 IDH1KD tx | ATXN viability | IL1B secr inh | KB-V1 cytotox | ATXN2 expr inh | MCF10A rerep | HT1080NT lethal | SW480 rerep | KB-3-1 cytotox
COc1ccc(CCN=C(C)C2=C(O)C(c3ccccc3)OC2=O)cc1OC (centres undefined) | -20% | i | 24 | ? | -11% | 0% | -18% | -2% | -2%
CNCCC1Sc2ccccc2Oc2ccccc21 (centres undefined) | -13% | i | -29 | -12% | ? | -5% | 0% | -3% | -2%
COc1ccc(-n2c(C)cc(C(=O)COC(=O)c3cc(NC(=O)c4cccs4)c(OC)c(OC)c3)c2C)cc1 | 0% | i | 10 | 9% | · | -5% | -1% | -2% | -9%
COc1ccc(Cl)cc1NC(=S)N1CC(C)OC(C)C1 (centres undefined) | 6% | i | 8 | -2% | -4% | -7% | -2% | -16% | 3%
O=C(Nc1ccc(Cl)cc1)C1CCCCN1S(=O)(=O)c1ccccc1 (centres undefined) | ? | i | -10 | 3.7µM* | -23% | ? | ? | ? | 23µM*
CCN(CC)S(=O)(=O)c1ccc2c(c1)c(=O)c(C(=O)N1CCN(c3ccc(OC)cc3)CC1)cn2C | · | i | · | 0% | -13% | · | · | · | -18%
O=C(NC1CCCCCC1)c1cccc(N2CCCC2=O)c1 | 7% | i | -7 | -17% | -6% | ? | 11% | -3% | 15%
O=C(CSc1ncccn1)N1CCN(Cc2ccccc2)CC1 | 16% | i | -6 | -27% | 2% | 8% | 10% | 1% | 7%
COc1ccc(C(=O)Nc2ccccc2SCc2cc(=O)c3cccc(C)c3[nH]2)cc1 | · | ? | · | 6% | 1% | · | · | · | 2%
CC(C)OC(=O)c1c(NC(=O)Cn2cnc([N+](=O)[O-])n2)sc2c1CCCC2 | -19% | i | 33 | -14% | -5% | 14% | -21% | -5% | -9%
O=C(O)CCCCCCCCc1cn(CC2CCCCC2)nn1 | 10% | i | 41 | 13%&-3% | -8% | 5% | 13% | -6% | ?
CCCCc1cc(C(=O)Cc2ccccn2)c(O)cc1O | -4% | ? | 45 | 14% | · | 17% | 10% | -31% | -13%
CS(=O)(=O)c1nc(S(=O)(=O)c2ccc(Cl)cc2)c(NCc2ccccn2)s1 | -7% | i | ? | -28% | -15% | 10% | -6% | -1% | -3%
Cc1ccc(C(=O)Nc2sc3c(c2C(=O)O)CCC(C)C3)o1 (centres undefined) | ? | ? | -8 | -24% | · | 1% | ? | -1% | ?
O=C(CNS(=O)(=O)c1ccccc1)N1CCCC1 | 13% | i | 8 | 16% | -6% | -12% | 12% | -16% | -3%
CCOC(=O)c1cnc(-c2ccccc2)nc1-c1ccccc1 | 5% | i | 20 | 0% | 1% | 12% | 12% | -2% | 5%
COc1cc(NC(=O)N2c3ccccc3Sc3ccccc32)cc(OC)c1 | · | i | · | -2% | 1% | · | · | · | 3%
CCNC(=O)COC(=O)c1ccc(S(=O)(=O)N2CCCCCC2)cc1 | 11% | i | 23 | 33% | -6% | 9% | 14% | 2% | 1%
Cc1ccc(C)c(NS(=O)(=O)c2cc(C(=O)NCc3ccccn3)ccc2C)c1 | -8% | i | -3 | ? | -3% | ? | -2% | 0% | 4%
COc1ccc([N+](=O)[O-])cc1NS(=O)(=O)c1cccc(C(=O)NCCCN2CCCC2=O)c1 | 1% | i | 6 | ? | 0% | -44% | -1% | -2% | 0%
COC(=O)c1ccc2c(=O)n(CCO)c(=S)[nH]c2c1 | 9% | i | 31 | ? | 4% | ? | 7% | -4% | 0%
Cc1cc(=O)oc2c(C)c(OC(=O)c3ccco3)ccc12 | 5% | i | -14 | 3% | -5% | 16% | 0% | -6% | 6%
O=C(CC1(O)C(=O)N(CN2CCOCC2)c2ccccc21)c1ccccc1 (centres undefined) | -1% | i | 62 | 7% | -4% | 9% | 7% | -9% | 1%
CCc1nc2c(OCc3ccc(Cl)cc3)cccn2c1N(C)C(=O)c1ccc2c(c1)OCO2 | -14% | ? | -6 | -18% | -24% | · | -22% | · | 0%
O=C(O)C1CCN(C(=O)CSc2nc3ccccc3c(=O)n2-c2ccc(Cl)cc2)CC1 | 6% | i | 56 | -13% | 2% | -2% | 7% | ? | -9%
CCc1cccc(NC(=O)Cc2ccc(OC)c(OC)c2)c1 | -10% | i | -6 | 16µM* | -11% | 13% | -10% | -6% | ?
O=c1cc(N2CCCCC2)c(-c2ccccc2)nn1Cc1ccc(Cl)cc1 | 13% | i | -27 | ? | -34% | 16µM* | 3% | ? | ?
COc1ccccc1N1CCN(C(=O)c2ccc3c(Cl)c4c(nc3c2)CCCC4)CC1 | ? | ? | -87* | -11% | -17% | ? | ? | ? | -18%
CC1=NN(C(C#N)c2ccc([N+](=O)[O-])cc2)C(C)(C)C1 (centres undefined) | -21% | i | · | -7% | -23% | -3% | 1% | 6% | 3%
O=C1NC[C@H](CCCCN2C[C@H](Cc3ccccc3)N(CCc3ccccc3)C(=O)C2=O)N(CCC2CCCCC2)C1=O | 6% | · | ? | ? | -1% | · | 3% | · | ?
COc1ccc(C(C(=O)NC(C)(C)C)N(CCc2ccc(OC)c(OC)c2)C(=O)CCC(=O)Nc2cc(C)on2)cc1 (centres undefined) | -17% | i | -5 | 29% | -12% | -6% | -25% | 7% | 0%
CC1(Oc2cccc(F)c2)CCN(Cc2ccccc2OC(F)F)C1 (centres undefined) | 15% | i | 30 | 5% | -2% | · | -3% | · | 0%
O=C(c1ccc2ccccc2c1)C1CCCN(C(=O)CN2C(=O)CSC2=O)C1 (centres undefined) | 14% | i | -1 | ? | -5% | -25% | 15% | -13%[1.84 µM] | 1%
CCCCC(=O)OCC(=O)c1cc(C)n(-c2c(C)n(C)n(-c3ccccc3)c2=O)c1C | 4% | i | 0 | -2% | · | 11% | 6% | 4% | 5%
CC1=C([N+](=O)[O-])C(c2ccccc2Cl)NC(=O)N1C (centres undefined) | 8% | i | -5 | ? | 4% | -1% | 14% | 0% | 15%
Cc1ccc(-c2cc(C(=O)OCC(=O)Nc3cc(C)on3)c3ccccc3n2)c(C)c1 | -2% | i | 22 | 0% | 0% | -9% | -21% | -3%[9.22 µM] | -7%
COc1ccc([C@H]2CC(=O)C=C(c3cccc(Br)c3)C2)cc1 | -1% | i | -18 | 10% | 10% | ? | -5% | -2% | -3%
COc1ccc(NC(=O)CNc2ccccc2C(C)=O)cc1S(=O)(=O)N1CCOCC1 | -3% | i | -2 | -31% | -5% | 2% | -1%[9.24 µM] | -37%[inhibitor] | ?
Cc1cccc(C)c1NC(=O)CN(C)C(=O)Cn1c(=O)cnc2ccccc21 | 5% | i | 13 | ? | 7% | -14% | 4% | -5% | 6%
Cc1ccnc2nc(C(=O)Nc3ccc(S(=O)(=O)N4CCCC4)cc3)nn12 | -1% | i | 16 | -2% | 9% | -14% | -2% | -7% | 7%
CC(C)C(=O)Nc1nnc(SCC(=O)NC2CCCC2)s1 | 11% | i | 5 | ? | 16% | -33% | 10% | -17% | 0%
COc1cc(NC(=O)CC[C@H]2O[C@@H](n3cnc4c(NC(=O)c5ccccc5)ncnc43)[C@H](O)[C@@H]2O)cc(OC)c1OC | 5% | i | 0 | -2% | -8% | · | 5% | · | -2%
COc1ccc(-n2c(=O)c3ccccc3n(CC(=O)Nc3cc(C)on3)c2=O)cc1OC | 16% | ? | 6 | 11% | 3% | 7% | 5% | -6% | 4%
COc1ccc2nc(C)cc(Sc3nc4ccccc4s3)c2c1 | 23µM* | i | -99* | 18µM* | -36% | 16µM* | 10µM* | ? | ?
COc1ccc(-c2nc3c(n2O)CCC/C3=N\O)cc1 | -5% | i | 25 | -15% | 16% | -1% | -10% | -6% | 10%
CCOC(=O)COc1cc(C)c(Cl)cc1C(=O)c1ccn2nc(-c3ccc(OC)cc3)cc2n1 | · | i | · | 6% | 16% | · | · | · | 1%
Cc1ccccc1-c1nc(CS(=O)CC(=O)NC2CCCC2)c(C)o1 (centres undefined) | -3% | i | -9 | 1% | · | 7% | -7% | 0% | 0%
Cc1ccccc1-n1nc2c(c1NC(=O)c1c(-c3ccccc3Cl)noc1C)CS(=O)(=O)C2 | 10% | i | 5 | 8.2µM* | -1% | 2% | -3% | -1% | 6%
O=C(/C=C/c1cccs1)Nc1ccc(N2CCOCC2)c(S(=O)(=O)Nc2cc(Cl)ccc2Cl)c1 | -6% | i | -2 | -22% | -9% | ? | 3% | -3% | -10%
O=C(CN1C(=O)NC2(CCCC2)C1=O)NCCC1=CCCCC1 | 7% | i | 21 | -4% | 49%[activator] | -4% | 5% | 0% | 1%
Cc1cc(C(=O)CSc2nnnn2-c2ccccc2)c(C)n1-c1ccc2c(c1)OCO2 | -20% | i | 9 | 7.3µM* | -7% | ? | -10% | ? | ?
